# M. tuberculosis HTS: M. tuberculosis growth inhibition, HTS (AID 449762); M. tuberculosis H37Rv growth inhibition, 7H9 media; higher % means a stronger effect; inhibition, % at 25 µM; hits with a dose series show IC50 in µM; 330,000 tested, 0.59% active; in the data active means a potency from the dose series; inconclusive means inhibition above about 70% without an active follow-up result;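 further: bacterial growth assessed after seven days of incubation; strong numbers were not always called active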
# PhoP GFP inhibition: PhoP regulon inhibitors, Salmonella typhi PhoP promoter GFP reporter, confirmatory (AID 1850). Salmonella Typhi PhoP-promoter GFP reporter, fluorescence, 4 h; higher % means a stronger effect. one-dose inhibition, % at 50 µM; IC50 in µM for titrated hits. 310,000 tested, 0.33% active; in the data active means a potency from the dose series; inconclusive means inhibition mostly from about 25% at the one dose, without a potency; inactive means the rest, 99 in 100 with inhibition below about 19%;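 further: 0% = induced wells with vehicle and 100% = uninduced wells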
# tuberculosis growth: growth inhibition of non-replicating M. tuberculosis (AID 488890); Mycobacterium tuberculosis non-replicating, growth inhibition; higher % means a stronger effect; one-dose inhibition, % at 25 µM; IC50 in µM for titrated hits; 320,000 tested, 0.39% active; in the data active means a potency from the dose series; inconclusive means inhibition mostly from about 82% at the one dose, without a potency; inactive means the rest, 99 in 100 with inhibition below about 76%;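 further: plate controls were DMSO cells for no effect and high antibiotic wells for full effect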
# inhibitors of VEEV: inhibitors of VEEV TC-83 cytopathic effect, confirmation, Vero cells (AID 588727) | inhibition, % at 20 µM; hits with a dose series show IC50 in µM | 350,000 tested, 0.13% active | Vero cells, VEEV TC-83 cytopathic effect inhibition; higher % means a stronger effect; in the data active means a potency from the dose series; inconclusive means inhibition mostly from about 14% at the one dose, without a potency; inactive means the rest, 99 in 100 with inhibition below about 12%; further: strong numbers were not always called active
# H1N1 NS1A inhibition: H1N1 influenza NS1A inhibitors, functional cell based assay (AID 504329); NS1A functional cell-based assay, percent inhibition; higher % means a stronger effect; inhibition, % at 12.5 µM; hits with a dose series show IC50 in µM; 340,000 tested, 0.3% active; in the data active means a potency from the dose series; inconclusive means inhibition above about 27% without an active follow-up result; further: strong numbers were not always called active
# inhibitors of VEEV 10K pilot screen: recorded beside inhibitors of VEEV, whose call it bears; inhibition, %; measured here: 10K pilot screen inhibition
# Active calls of the source: *; i = inactive; ? = inconclusive; . = not tested or not shown. An unsorted share of the library; any-hit rate near 1.5%.
SMILES,M. tuberculosis HTS,PhoP GFP inhibition,tuberculosis growth,inhibitors of VEEV,H1N1 NS1A inhibition,others
CC(=O)c1ccc(N(C(=O)Cn2nnc3ccccc32)C(C(=O)NCc2ccccc2)c2ccccn2)cc1 (centres undefined),-2%,-6%,6%,1.1%,3%,
CC1=C(C(=O)Nc2cc(C(=O)NCCC(C)C)ccc2C)SCCO1,-2%,-5%,-6%,i,1%,
CCN(CC(=O)Nc1c(F)cccc1F)C(=O)C1CCN(C(=O)c2ccc(Cl)cc2)CC1,3%,1%,4%,4.3%,-2%,
COc1ccccc1-c1noc(CCC(=O)Nc2cccc(C(F)(F)F)c2)n1,5%,3%,11%,6.8%,6%,
Cc1ccc(C2=NOC(C)(c3nnc(-c4cccc(Cl)c4)o3)C2)cc1 (centres undefined),-9%,3%,44%,0.9%,11%,
Cc1ccc(C)c2[nH]c(=O)c(CCNC(=O)c3ccc4c(c3)OCO4)cc12,-1%,6%,-3%,i,-8%,
CCOc1ccc(S(=O)(=O)Nc2cccc(C(=O)NCC3(N4CCCCC4)CCCCC3)c2)cc1,7%,-1%,35%,i,-4%,
COCCCNC(=O)c1ccc(CS(=O)(=O)c2ccc(OC)cc2)o1,-10%,-16%,1%,1.2%,-25%,
Cc1ccc2nc(N3C(=O)CNC3=S)sc2c1,?,-6%,?,4.7%,.,
Cc1cc(C)cc(OCc2ccc(C(=O)NN)o2)c1,-3%,-1%,5%,1.8%,-6%,
COc1ccc(C(=O)NCc2nnc(SCC(=O)N3CCc4ccccc43)n2C2CCCCC2)cc1,2%,-5%,-11%,1.0%,8%,
O=C(CN1C(=O)C2CCCCC2C1=O)OCC(=O)c1ccc(F)cc1 (centres undefined),-10%,.,-9%,0.9%,-4%,
O=C(CNc1ccc2ccccc2c1)NNC1=NCCC1,?,2%,15%,0.5%,7%,
CCCCn1c(=O)c(C(=O)N/N=C/c2ccc(F)cc2)c(O)c2ccccc21,?,3%,9%,.,.,
CC1CCCCN1C(=O)CN1CCN(S(=O)(=O)c2ccc(Br)cc2Cl)CC1 (centres undefined),-8%,.,16%,3.4%,-16%,
CCC(=O)N1CCc2cc(Br)cc(S(=O)(=O)CCC(=O)NCc3ccco3)c21,-4%,-2%,-2%,2.9%,-6%,
O=[N+]([O-])c1cccc(-c2cn(-c3ccccc3)c(=S)[nH]2)c1,2%,-6%,-39%,1.5%,-6%,
CCCCN(C(=O)CSc1nnnn1C)C1CCS(=O)(=O)C1 (centres undefined),-21%,.,-25%,1.0%,-6%,
CCn1nc(C)c(/C=N/NC(=O)Cn2cncn2)c1C,-3%,13%,-11%,i,.,
O=C(Nc1ccc2c(c1)OCO2)c1cc2ncc(Br)cn2n1,.,.,.,4.4%,-9%,
Cc1ccc(-c2nnc(-c3ccccc3)o2)cc1Br,2%,8%,79%,1.5%,-42%,
CCOC(=O)/C(C#N)=C/c1ccc(N2CCN(Cc3ccccc3)CC2)cc1,7%,2%,?,0.3%,-9%,
O=C(CCc1nnc(Cc2cccc(C(F)(F)F)c2)o1)NC1CC1,-2%,2%,20%,0.2%,-3%,
COC(=O)C1=C(C)Nc2nc(-c3ccccc3)nn2C1c1ccc(C)o1 (centres undefined),0%,-1%,36%,8.2%,14%,
Cc1ccnc(NC(=O)Cn2c(=O)oc3ccccc32)c1,-8%,-6%,-4%,3.0%,0%,
# (more compounds)
SMILES,M. tuberculosis HTS,PhoP GFP inhibition,tuberculosis growth,inhibitors of VEEV,H1N1 NS1A inhibition,others
Cc1cc(=O)oc2cc(OCc3ccc(C(=O)N4CCN(c5ccccc5)CC4)cc3)ccc12,2%,-1%,58%,5.5%,-1%,
COc1ccc(CC(NC(C)=O)C(=O)NC2CCN(c3ncccc3[N+](=O)[O-])CC2)cc1 (centres undefined),-8%,-26%,-1%,1.4%,-2%,
O=C(Cc1ccc(F)cc1)NC1CCCCCC1,3%,-5%,70%,i,-3%,
CCn1c(-c2cc(-c3cc(C)ccc3C)nc3ccccc23)n[nH]c1=S,4%,-5%,0%,0.8%,7%,
COCc1ccc(-c2c(-c3cccc(OC)c3)sc3ccc(OC)cc23)cc1,4%,.,12%,0.2%,7%,
C[C@H](NC(=O)c1nc[nH]c1C(=O)NCC(=O)OC(C)(C)C)C(=O)OC(C)(C)C,-2%,-17%,39%,0.1%,-11%,
COCCn1c(=NC(=O)c2ccc(S(=O)(=O)N3CCc4ccccc4C3)cc2)sc2cc(S(N)(=O)=O)ccc21,-10%,-1%,-4%,1.6%,13%,
Cc1cc(NNC(=O)c2ccccc2)nc(NNC(=O)c2ccccc2)n1,0%,-2%,-10%,0.4%,-17%,
CCOc1cc(C(N)=O)cc(Br)c1OC,-3%,-5%,-8%,3.0%,2%,
CN(C)CCN(Cc1cc2cc3c(cc2[nH]c1=O)OCO3)C(=S)NCC1CCCO1 (centres undefined),-6%,0%,0%,0.8%,4%,
CCCCOc1ccc(-c2nnn(CC(=O)NCc3ccco3)n2)cc1,5%,-9%,63%,i,3%,
O=C(CSc1nnnn1C1CCCC1)N1CCCc2ccccc21,0%,12%,37%,0.2%,2%,
COC(=O)c1cccc(NC(=O)c2ccc[n+]([O-])c2)c1,-23%,-4%,-16%,i,4%,
CC(=O)Nc1ccc(S(=O)(=O)N2CCC(C(=O)NC3CCCC3)CC2)cc1,8%,4%,4%,3.0%,-9%,
CCCCSCCCNC(=O)c1ccc(CS(=O)(=O)c2ccc(OC)cc2)o1,8%,-1%,?,1.5%,16%,
CCn1cc(-c2n[nH]c(=S)n2-c2ccc(C)cc2Br)c(=O)c2ccc(C)nc21,-6%,-2%,15%,i,-2%,
C/C(=N\NC(=O)c1nnn(-c2nonc2N)c1CN(C)c1ccccc1)c1cccs1,3%,3%,4%,3.7%,3%,
CCN(c1ccccc1)c1nc2nonc2nc1NCCO,-6%,-7%,3%,4.5%,-20%,
CCOC(=O)C1(Cc2ccc(OC)cc2)CCN(C(=O)CC2CCC(=O)N2)CC1 (centres undefined),3%,6%,-2%,1.3%,2%,
Cc1ccc(NS(=O)(=O)c2cccc(C(=O)NNC(=O)NC3CCCCC3)c2)c(C)c1,3%,1%,35%,0.9%,-3%,
CCOC(=O)N1CCN(c2nc(-c3cccs3)cc(C(F)(F)F)n2)CC1,-3%,-7%,5%,1.0%,4%,
CCOc1ccc(/C=C2\CCC(C3CCCC3)C2=O)cc1 (centres undefined),4%,-8%,35%,0.7%,-8%,
CC1(C(=O)Nc2nccs2)Cc2ccccc2C(=O)O1 (centres undefined),1%,3%,3%,4.3%,-3%,
COc1cccc(C(O)c2cnc(C(C)C)n2C)c1 (centres undefined),2%,5%,-4%,1.2%,0%,
Cc1cccc(-c2cc(C(=O)Nc3c(C)n(C)n(-c4ccccc4)c3=O)c3ccccc3n2)c1,2%,9%,-3%,5.9%,-4%,

# Of the compounds above, 2 contain a nitro group on carbon:
SMILES,M. tuberculosis HTS,PhoP GFP inhibition,tuberculosis growth,inhibitors of VEEV,H1N1 NS1A inhibition,others
O=[N+]([O-])c1cccc(-c2cn(-c3ccccc3)c(=S)[nH]2)c1,2%,-6%,-39%,1.5%,-6%,
COc1ccc(CC(NC(C)=O)C(=O)NC2CCN(c3ncccc3[N+](=O)[O-])CC2)cc1 (centres undefined),-8%,-26%,-1%,1.4%,-2%,

# Additional records follow.
SMILES,M. tuberculosis HTS,PhoP GFP inhibition,tuberculosis growth,inhibitors of VEEV,H1N1 NS1A inhibition,others
CCc1ccccc1N1C(=O)CC(Sc2nccc(C)n2)C1=O (centres undefined),9%,-3%,?,1.7%,-6%,
CCOc1cc(/C=N\NC(=O)c2ccc(C)nc2)ccc1OC(=O)c1ccc(F)cc1,9%,-24%,-8%,i,4%,
Brc1cccc(OCCN2CCCCC2)c1,-2%,-1%,-17%,1.9%,-2%,
C=CCn1c(=N)c(C(=O)NCCCOC)cc2c(=O)n3ccccc3nc21,-4%,-10%,-12%,0.8%,0%,
CC[C@]1(C(=O)OC)[C@H]2C(=O)N(Cc3ccccc3)C(=O)[C@H]2[C@H]2CN=C(SCc3ccc(C(=O)OC)cc3)N21,.,.,.,0.1%,-13%,
CCCNC(=O)c1ccc(-c2nn(C)c(=O)c3ccccc23)cc1,-9%,1%,51%,0.1%,-2%,
COc1ccc(N2C(=O)C(Cl)=C(N3CCN(Cc4ccccc4)CC3)C2=O)cc1,.,.,.,i,6%,
O=C1C(=O)N(CC2COc3ccccc3O2)c2ccccc21 (centres undefined),8%,-2%,53%,3.8%,1%,
O=C1c2cccnc2C(=O)N1CO,-5%,2%,1%,0.3%,-7%,
c1ccc(CCNc2ncnc3c2cnn3-c2ccccc2)cc1,22µM*,-8%,63%,7.8%,9%,
CCCCNC(=O)CSc1nc(O)cc(=O)n1C1CCCC1,2%,-16%,28%,1.0%,2%,
Cc1ccc(-c2nn(-c3ccccc3)c3[nH]c(=O)c(CNCc4ccccc4)cc23)cc1,?,-3%,70%,3.2%,-3%,
COc1ccc(-c2ccc(OC)c(OC)c2OC)cc1,.,.,.,2.5%,0%,
O=C(O)c1ccc(NS(=O)(=O)c2ccc(Cl)cc2)cc1,-1%,6%,-5%,2.2%,-1%,
Cc1ccc(NS(=O)(=O)c2sc3ccc(Cl)cc3c2C)cc1,-11%,-1%,9%,i,.,
O=C(c1cccc(F)c1)N1CCC(c2nc3ccccc3s2)CC1,4%,-13%,20%,1.6%,5%,
CN(C)S(=O)(=O)c1ccc(NC(=O)CN2CCCc3ccccc32)cc1,-2%,2%,0%,1.6%,11%,
Cc1cc(S(N)(=O)=O)c(N)c(S(N)(=O)=O)c1,16%,-10%,10%,0.2%,-6%,
CS(=O)(=O)c1ccc(-c2csc(-c3cccnc3)n2)cc1,-3%,-11%,-1%,3.3%,-4%,
Cc1ccc(NC(=O)c2ccco2)c(NC(=O)CN2C(=O)c3ccccc3C2=O)c1,4%,-22%,-5%,0.6%,-3%,inhibitors of VEEV 10K pilot screen=1.2
N#CCCn1cc(/C=N/O)c(-c2cccc([N+](=O)[O-])c2)n1,-4%,12%,5%,1.2%,-7%,
O=C(CSc1nnc(NC(=O)c2ccc(F)cc2)s1)NC1CC1,-3%,-4%,29%,2.1%,-5%,
C[C@]12C=CC(=O)C=C1CC[C@@H]1[C@@H]2[C@@H](O)C[C@@]2(C)[C@H]1CC[C@]2(O)C(=O)COC(=O)CCC(=O)NCCc1ccc(O)cc1,0%,7%,12%,i,1%,
CN(C)C(=O)COc1ccc(S(=O)(=O)c2ccc(OCC(=O)N(C)C)cc2)cc1,1%,9%,-4%,i,-1%,
CCCC(C(=O)NCc1ccco1)N(C(=O)CNS(=O)(=O)c1ccccc1)C1CCCC1 (centres undefined),-4%,4%,15%,7.2%,1%,
CCCCCC(=O)Nc1ccccc1N1CCN(c2ccccc2)CC1,4%,-10%,-10%,i,1%,
O=C(Nc1cccc(-c2nn[nH]n2)c1)c1ccc(Br)s1,-4%,-8%,11%,2.6%,9%,
CS(=O)(=O)NCc1nnc(SCC(=O)NC2CCCCC2)n1-c1ccc(F)cc1,-4%,12%,-1%,0.6%,0%,

# Entries from the list above that have an aryl methoxy group:
SMILES,M. tuberculosis HTS,PhoP GFP inhibition,tuberculosis growth,inhibitors of VEEV,H1N1 NS1A inhibition,others
COc1ccccc1-c1noc(CCC(=O)Nc2cccc(C(F)(F)F)c2)n1,5%,3%,11%,6.8%,6%,
COCCCNC(=O)c1ccc(CS(=O)(=O)c2ccc(OC)cc2)o1,-10%,-16%,1%,1.2%,-25%,
COc1ccc(C(=O)NCc2nnc(SCC(=O)N3CCc4ccccc43)n2C2CCCCC2)cc1,2%,-5%,-11%,1.0%,8%,
COc1ccc(CC(NC(C)=O)C(=O)NC2CCN(c3ncccc3[N+](=O)[O-])CC2)cc1 (centres undefined),-8%,-26%,-1%,1.4%,-2%,
COCc1ccc(-c2c(-c3cccc(OC)c3)sc3ccc(OC)cc23)cc1,4%,.,12%,0.2%,7%,
CCOc1cc(C(N)=O)cc(Br)c1OC,-3%,-5%,-8%,3.0%,2%,
CCCCSCCCNC(=O)c1ccc(CS(=O)(=O)c2ccc(OC)cc2)o1,8%,-1%,?,1.5%,16%,
CCOC(=O)C1(Cc2ccc(OC)cc2)CCN(C(=O)CC2CCC(=O)N2)CC1 (centres undefined),3%,6%,-2%,1.3%,2%,
COc1cccc(C(O)c2cnc(C(C)C)n2C)c1 (centres undefined),2%,5%,-4%,1.2%,0%,
COc1ccc(N2C(=O)C(Cl)=C(N3CCN(Cc4ccccc4)CC3)C2=O)cc1,.,.,.,i,6%,
COc1ccc(-c2ccc(OC)c(OC)c2OC)cc1,.,.,.,2.5%,0%,

# Bioassay records from PubChem.
